# TPT1 inh – inhibitors of Candida albicans tRNA 2'-phosphotransferase TPT1 | recombinant caTPT1, FP RNA substrate dephosphorylation | inhibition, % at 5 µM | hit rate 0.81% among 300,000 | AID 1962;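 active = inhibition above the mean of all tested compounds plus 3 SD, set per screening campaign, cut at about 24% in these data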;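 note: plate controls were DMSO alone for no effect and ferristatin control at 100 nM for full effect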
# PAFAH2 FP inh – PAFAH2 (human) inhibition; AID 492956; inhibition, % at 3.39 µM; Q99487; recombinant PAFAH2, FP-rhodamine activity probe, fluorescence polarization; hit rate 0.99% among 340,000;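 active = inhibition above the mean over all tested compounds plus 3 SD, cut at about 30% in these data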;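 note: inhibitors block probe labeling of enzyme so polarization drops; 0% = enzyme with DMSO and 100% = wells lacking PAFAH2 protein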
# HCV core dimer – HCV core protein dimerization inhibition. hit rate 0.33% among 300,000. inhibition, % at 5 µM. TR-FRET GST/Flag-core106 dimerization, 1536-well. AID 1899;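 active = inhibition above the mean of all tested compounds plus 3 SD, set per screening campaign, cut at about 45% in these data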
#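 Assay system: GST-tagged and Flag-tagged HCV core protein residues 1-106 / Times: compound-protein-antibody incubation 4 h at 22.5 °C / Signal: time-resolved FRET, ex 340 nm, em 617 and 671 nm / Evaluation: % inhibition based on acceptor/donor emission ratio / Benchmarks: wells lacking GST-core106 and wells with excess unlabelled core106 / Repeats: singlicate, one well per compound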
# CTSL1 counter – cathepsin L1 inhibition, PFM18AAP counter-screen; recombinant F. hepatica cathepsin L1, Z-Leu-Arg-MCA fluorescence; inhibition, % at 5.96 µM; hit rate 0.49% among 300,000; AID 1906;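 active = inhibition above the mean of all tested compounds plus 3 SD, set per screening campaign, cut at about 17% in these data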;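 note: 0% = plate median of test compound wells and 100% = 1 µM Z-Phe-Ala-diazomethylketone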
# proCasp3 act – procaspase-3 (human) activation | P42574 | recombinant procaspase-3 D3A, Ac-DEVD-pNA absorbance 405 nm | activation, % at 8.5 µM | hit rate 0.11% among 330,000;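 active = activation above the mean of all tested compounds plus 3 SD, cut at about 21% in these data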;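 note: 0% = DMSO alone and 100% = DMSO wells spiked with extra 5 µM PC-3 D3A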
# Target sequence (P42574 whole entry D9A/D28A/D175A): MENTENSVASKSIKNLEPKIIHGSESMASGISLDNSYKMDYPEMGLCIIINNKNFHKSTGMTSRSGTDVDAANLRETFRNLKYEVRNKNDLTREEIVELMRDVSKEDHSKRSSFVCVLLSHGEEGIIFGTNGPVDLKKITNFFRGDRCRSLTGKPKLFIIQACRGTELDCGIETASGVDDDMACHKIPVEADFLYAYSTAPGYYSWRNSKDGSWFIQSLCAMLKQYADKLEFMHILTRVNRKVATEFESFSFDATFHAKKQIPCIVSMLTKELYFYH
#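 Evaluation: percent activation relative to control range; Material: Procaspase-3 D3A mutant, all three cleavage aspartates alanine; Compound: single dose, 8.5 µM nominal compound, 0.8% DMSO; Replication: one well per compound; Signal: absorbance at 405 nm, 0 and 120 min; Schedule: 1 h preincubation plus 2 h reaction at 25 °C.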
# PP5 inh – inhibitors of human protein phosphatase 5 (PP5). AID 1987. P53041. hit rate 0.18% among 320,000. inhibition, % at 6.7 µM. purified PP5c, OMFP substrate fluorescence;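 active = inhibition above the campaign's mean inhibition across all tested compounds plus 3 SD, cut at about 9.5% in these data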;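 note: 0% = DMSO only and 100% = 100 µM cantharidin control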
# Target sequence (P53041 whole entry, looked up): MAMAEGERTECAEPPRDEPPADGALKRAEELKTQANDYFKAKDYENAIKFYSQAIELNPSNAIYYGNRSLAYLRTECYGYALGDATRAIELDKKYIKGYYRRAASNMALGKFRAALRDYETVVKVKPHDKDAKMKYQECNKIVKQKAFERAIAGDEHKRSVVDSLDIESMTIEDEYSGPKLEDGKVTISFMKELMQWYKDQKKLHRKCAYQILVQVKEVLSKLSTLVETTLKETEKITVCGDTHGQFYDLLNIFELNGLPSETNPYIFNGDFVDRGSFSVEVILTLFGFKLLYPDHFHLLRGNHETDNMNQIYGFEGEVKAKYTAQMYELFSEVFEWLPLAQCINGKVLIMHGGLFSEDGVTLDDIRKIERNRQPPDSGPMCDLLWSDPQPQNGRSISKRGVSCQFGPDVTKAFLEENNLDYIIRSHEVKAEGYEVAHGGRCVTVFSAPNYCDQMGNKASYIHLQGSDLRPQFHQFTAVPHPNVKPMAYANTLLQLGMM
# PP1 inh – PP1-alpha (human) inhibition in PP5 counter-screen; purified PP1alpha, OMFP fluorescence; inhibition, % at 6.7 µM; hit rate 0.9% among 320,000; AID 2235;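 active = inhibition above the mean inhibition of all tested compounds plus 3 SD, computed separately for each screening campaign, cut at about 15% in these data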
# Target sequence (P62136 whole entry, looked up): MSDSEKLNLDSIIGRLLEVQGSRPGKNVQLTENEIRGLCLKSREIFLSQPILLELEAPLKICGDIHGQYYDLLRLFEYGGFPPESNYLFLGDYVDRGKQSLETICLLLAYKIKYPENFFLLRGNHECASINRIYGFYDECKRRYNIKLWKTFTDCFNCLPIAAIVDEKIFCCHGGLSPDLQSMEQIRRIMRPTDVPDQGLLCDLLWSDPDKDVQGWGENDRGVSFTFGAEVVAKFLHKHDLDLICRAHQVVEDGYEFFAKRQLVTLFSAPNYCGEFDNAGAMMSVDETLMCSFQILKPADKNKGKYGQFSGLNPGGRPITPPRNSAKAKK
# proCasp7 act – counter-screen for procaspase-3 activators: activators of human procaspase-7. P55210. recombinant procaspase-7, Ac-DEVD-pNA absorbance 405 nm; D23A/D198A/D206A triple mutant, cannot self-cleave; scale: DMSO 0, 5 µM enzyme 100. activation, % at 8.5 µM. hit rate 0.093% among 330,000;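 active = percent activation above the screen-wide mean plus 3 SD, cut at about 25% in these data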
#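 Assay system – Uncleavable procaspase-7 mutant enzyme · Quantity – 2 µM procaspase-7 mutant as dispensed · Times – 1 h preincubation, 2 h reaction · Dosing – single nominal 8.5 µM compound dose, 0.8% DMSO final · Buffer or medium – Zinc-free 50 mM HEPES buffer, pH 7.4, with NaCl and Triton X-100 · Detection – Epi-absorbance of released pNA at 405 nm, two timepoints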
# AHR activator – activates the human aryl hydrocarbon receptor | activation, % at 5 µM | hit rate 2.5% among 320,000 | AHR-responsive luciferase reporter cells, luminescence; in the data active = activation above about 47%;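 note: 0% = vehicle wells and 100% = reference agonist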
# The depositor's hits bear a star; x = no result given. Not a hit list, and some 5.6% of all compounds hit somewhere here.
SMILES,TPT1 inh,PAFAH2 FP inh,HCV core dimer,CTSL1 counter,proCasp3 act,PP5 inh,PP1 inh,proCasp7 act,AHR activator
O=C(CSc1nnc(-c2ccccc2Br)o1)Nc1cccc2ccccc12,-6,6,3,3,-1,2.8,0,-3,15
Cc1cnc(C(=O)OCC(=O)N2C(C)CCCC2C)cn1 (configuration not stated),x,4,x,x,7,x,x,9,-1
CC(=O)c1ccc(N2CCN(C(=O)/C=C/c3ccc(S(=O)(=O)N4CCOCC4)cc3)CC2)cc1,2,0,3,6,2,5.0,0,2,2
CC1CCc2c(nc3ncnn3c2NCCN(C)C)C1 (configuration not stated),0,-2,-11,1,5,2.1,3,-2,-2
CN(C(=O)COC(=O)c1cc[n+]([O-])cc1)c1ccccc1,1,3,-1,0,-6,0.4,-1,0,-3
CC1CC(=O)C2=C(C1)OC(N)=C(C#N)C2c1coc2ccccc2c1=O (configuration not stated),-2,2,-1,2,5,2.8,2,-8,6
Cc1cc(F)ccc1S(=O)(=O)N1CCCOC1CNC(=O)C(=O)NC1CCCCC1 (configuration not stated),-1,1,-6,-1,6,3.2,1,3,1
O=C1C2C3C=CC(CO)(O3)C2C(=O)N1c1ccc(-c2ccccc2)cc1 (configuration not stated),-1,x,5,-3,-23,-0.7,-1,-34,26
CC(C)C(=O)Nc1cccc(NC(=O)c2ccc([N+](=O)[O-])cc2Cl)c1,4,-6,8,-3,1,-1.6,-2,8,10
CCCc1cc(C(=O)N(C)CC(=O)Nc2ccc(OCC)c(OCC)c2)sc1C,1,6,-2,2,-8,5.7,1,3,2
O=C(c1ccc(Cl)cc1)c1cnc(Nc2ccccc2)s1,-2,2,3,15,-7,0.6,1,-11,4
CCOc1cc(C(=O)NCc2ccc3c(c2)OCO3)cc(OCC)c1OCC,-3,0,-5,2,-8,2.0,-3,1,0
Cc1cccc(C)c1N1CCN(C(=O)c2ccc3c(c2)OCO3)CC1,2,6,-5,-4,-1,0.3,1,-3,5
Cn1c(NCCN2CCOCC2)nc2c1c(=O)n(Cc1cccc(Cl)c1)c(=O)n2C,0,3,-1,3,2,0.0,0,11,1
CCn1c(CSc2nnc(-c3ccncc3)n2C)nc2cc(C(=O)O)ccc21,-4,49*,-4,-2,8,-0.8,-2,2,2
CCNc1sc(S(C)(=O)=O)nc1S(=O)(=O)c1ccc(Cl)cc1,1,6,-3,-3,0,-2.2,5,12,5
CCCCc1cc(=O)oc2cc(OCC(=O)Nc3ccccn3)ccc12,0,5,2,-1,8,0.1,0,-7,3
COc1ccc(OCC(=O)Nc2ccc3nc(C)sc3c2)cc1,-1,11,3,2,1,-0.5,-3,2,-1
NS(=O)(=O)c1ccc(-c2ccc(/C=N/NC(=O)c3ccc([N+](=O)[O-])cc3)o2)cc1,3,-2,-5,5,-5,-0.1,-3,-3,4
O=C(O)c1ccc2c3c(ncnc13)-c1ccccc1C2=O,-37,x,-3,5,-7,-2.4,-2,-12,-7
COc1ccc2c(c1OC)C(=O)N(c1ccc3c(c1)CCC3)C2=O,-1,1,-4,6,-1,2.4,-5,2,-8
CC(=O)OCC(=O)[C@@]12OC(C)(C)O[C@@H]1CC1C3C[C@H](F)C4=CC(=O)C=CC4(C)[C@@]3(F)C(O)CC12C (some centres not stated),-2,-11,-7,-23,4,5.2,-5,14,8
O=C(NC(Cc1cccc(F)c1)C(=O)O)C1CCCCC1 (configuration not stated),x,-4,x,x,-6,-1.8,-3,4,-4
Cc1ncc([N+](=O)[O-])n1CCOC(=O)c1ccc(Cl)cc1Cl,-4,-4,7,-3,-9,0.3,-8,4,0
CN1CCCC(OC(=O)c2cc(Cl)cc(Cl)c2)C1 (configuration not stated),-1,-3,0,0,-6,-0.8,0,8,0

# Taken from above:
# AHR activator, Cc1ncc([N+](=O)[O-])n1CCOC(=O)c1ccc(Cl)cc1Cl = 0
# AHR activator, O=C(O)c1ccc2c3c(ncnc13)-c1ccccc1C2=O = -7
# AHR activator, CCOc1cc(C(=O)NCc2ccc3c(c2)OCO3)cc(OCC)c1OCC = 0
# proCasp3 act, CC1CC(=O)C2=C(C1)OC(N)=C(C#N)C2c1coc2ccccc2c1=O (configuration not stated) = 5

# Further records:
SMILES,TPT1 inh,PAFAH2 FP inh,HCV core dimer,CTSL1 counter,proCasp3 act,PP5 inh,PP1 inh,proCasp7 act,AHR activator
O=C(NCC(=O)N1CCCC1)c1ccc(Br)cc1,-3,11,-2,1,3,-1.2,-5,5,-1
O=C(NCc1ccccn1)C1CCN(S(=O)(=O)c2ccccc2F)CC1,x,7,x,x,9,0.9,-4,7,1
Cc1cc(SCC(=O)c2cccs2)n2nc(C)c(-c3ccc(Cl)cc3)c2n1,-6,-16,-4,0,4,2.2,-4,-1,11
Cc1c(Cl)cccc1-c1ccc(C(=O)N2CCN(c3ccc([N+](=O)[O-])cc3)CC2)o1,-1,-2,30,-1,-6,4.1,0,0,1
Cc1nc2ccccc2c(=O)n1-c1cccc(NS(=O)(=O)c2ccccc2)c1,-4,4,-1,-1,1,1.7,-1,9,3
CC1=Nn2c(nc3sc4c(c3c2=O)CCCC4)SC1,-1,-5,-7,1,-9,4.0,2,-2,10
Cc1ccc(CNC(=O)CCNS(=O)(=O)c2ccc(Br)s2)cc1,0,3,3,1,2,-0.5,-3,3,-2
Cc1ccc(C)c(CSc2ccc3nnc(-c4ccccn4)n3n2)c1,5,9,12,-1,-8,0.0,22*,0,30
COc1cccc(C(=O)NC(=S)Nc2ccc(Cl)c(C(=O)O)c2)c1,-2,-8,-10,-1,3,-0.2,0,-2,3
Cc1cccc(N2CCN(C(=O)C3CCN(S(=O)(=O)c4c(C)noc4C)CC3)CC2)c1C,4,-4,10,-1,-3,2.6,3,12,-1
COc1ccc2sc(-c3ccc(S(C)(=O)=O)cc3)c(C#Cc3cncn3C)c2c1,x,1,x,x,-8,x,x,32*,39
CCn1nnnc1-c1ccc(OC)c(S(=O)(=O)NCCc2ccccc2)c1,-1,-6,-1,-1,-3,1.2,-2,5,5
CCN1CCN(C(=O)c2cc(COc3ccc(C(C)=O)cc3OC)on2)CC1,-3,4,1,0,9,-3.3,-2,-6,8
CN(C)c1ccc(C(O)P(=O)(OC2CCCCC2)OC2CCCCC2)cc1 (configuration not stated),-5,-7,0,-4,2,0.5,0,7,0
N/C(=N\OC(=O)Cc1ccccc1[N+](=O)[O-])c1cccc(Br)c1,13,2,0,1,-5,0.1,-5,16,13
Nc1ncc(Br)cc1S(=O)(=O)NCCC(=O)NCCc1ccccc1,-2,-2,-4,0,-9,1.3,1,7,1
O=C(COC(=O)/C=C/c1ccco1)Nc1cccc([N+](=O)[O-])c1,1,84*,-1,-15,-2,-1.3,0,-4,1
O=C(NNC(=S)Nc1ccc(Cl)c(Cl)c1)c1ccccn1,3,9,0,4,-3,-1.3,21*,-11,10
CCNC(=S)/N=C(/Nc1ccc(OC)cc1)Nc1nc(C)cc(C)n1,2,x,7,-4,-2,-2.1,-4,-1,8
CC(=O)Nc1ccc(NC(=O)COC(=O)c2c(C)nn(-c3ccccc3)c2C)cc1,-1,-10,10,-1,3,4.5,1,4,0
CCn1cc(C(=O)O)c(=O)c2cnc(N3CCN(C(=S)Nc4ccccc4)CC3)nc21,2,-7,1,1,3,-1.1,4,8,3
Cc1ccc(C)c(Cn2c(C(C)O)nc3ccccc32)c1 (configuration not stated),3,0,-7,-4,-5,2.2,-3,2,3
COC(=O)CC1COc2ccccc2N1C(=O)c1ccc(Br)cc1 (configuration not stated),-1,3,4,-2,0,-1.6,-5,-2,8
CCOCCCNCC(=O)NCC1CCCCC1,1,2,1,-3,-10,0.6,-1,12,0
O=S(=O)(NC(=S)c1ccccc1)c1ccc(Cl)cc1,0,-5,6,3,-2,-0.9,-2,-9,-1
SMILES,TPT1 inh,PAFAH2 FP inh,HCV core dimer,CTSL1 counter,proCasp3 act,PP5 inh,PP1 inh,proCasp7 act,AHR activator
Cc1nc2sc(C(c3cccs3)N3CC(C)CC(C)C3)c(O)n2n1 (configuration not stated),-1,-5,-12,1,-9,4.1,-2,16,2
O=C(CN1CSCC1=O)N1CCN(S(=O)(=O)c2ccc(Cl)cc2)CC1,x,-3,x,x,2,-0.5,-6,3,-1
O=C(CCCCCBr)N1CCC(CC2CC(c3cccc(Br)c3)=NO2)(C(=O)NCC2CCCCC2)CC1 (configuration not stated),-2,8,13,1,-4,1.0,0,-10,3
O=C(N/N=C/c1ccncc1)C1CC1C(=O)N/N=C/c1ccncc1 (configuration not stated),-3,9,-1,-1,0,0.4,0,6,9
O=C(OC(C(=O)O)C(OC(=O)c1ccccc1)C(=O)NCc1ccccc1)c1ccccc1 (configuration not stated),-2,-5,4,-1,5,1.2,2,2,1
COC(=O)C1CCN(C(=O)COC(=O)c2cccc(NS(=O)(=O)c3ccccc3)c2)CC1,1,-2,-1,3,3,-1.2,-1,11,2
O=C(c1ccc(Cl)c(NC2=NC3CS(=O)(=O)CC3S2)c1)N1CCN(c2ccc(F)cc2)CC1 (configuration not stated),0,-4,-5,-4,1,2.1,-1,5,0
O=C(O)c1ccc(-n2nc(C(F)(F)F)c3c2-c2ccoc2CC3)cc1,0,8,0,0,1,-0.1,-1,-9,3
CCOc1ccc(C(C)NC(=O)C2CCCC2)cc1 (configuration not stated),0,21,-2,-4,0,-1.5,0,9,-1
CCN(CC)CCn1c(=S)[nH]c2cc(C(=O)NCc3ccc(C)cc3)ccc2c1=O,1,6,-3,-2,-4,2.9,0,-8,4
COc1cc(NC(=O)C23CC4CC(C2)CC(n2nnc(C)n2)(C4)C3)c(OC)cc1Cl,0,-2,1,0,11,-0.6,-1,-4,-2
Cc1ccc(CN2C(=O)C(Cc3ccccc3)Nc3ncnc(N4CCN(c5ccccc5)CC4)c32)cc1 (configuration not stated),0,1,24,1,-7,1.4,12,0,2
CC1CC(C)CN(CCCNC(=O)c2ccc(CS(=O)(=O)Cc3cccc(Cl)c3)o2)C1 (configuration not stated),1,4,-4,-3,9,1.8,-1,8,-1
OCCC1CN(Cc2ccn[nH]2)CCN1Cc1ccc(F)c(F)c1 (configuration not stated),3,-5,4,0,1,-2.5,1,8,-2
Cn1c(=O)c2c(nc(Cc3ccccc3)n2C)n(C)c1=O,1,0,-2,0,6,0.4,-5,0,1
Cc1ccc(CN2C(=O)c3ccccc3NC2c2ccccn2)cc1 (configuration not stated),0,4,-2,-5,9,3.7,1,0,2

# A different layout for some results above.
structure	TPT1 inh	PAFAH2 FP inh	HCV core dimer	CTSL1 counter	proCasp3 act	PP5 inh	PP1 inh	proCasp7 act	AHR activator
Cc1ccc(CNC(=O)CCNS(=O)(=O)c2ccc(Br)s2)cc1	0	3	3	1	2	-0.5	-3	3	-2
Cc1ccc(C)c(CSc2ccc3nnc(-c4ccccn4)n3n2)c1	5	9	12	-1	-8	0.0	22*	0	30
COc1cccc(C(=O)NC(=S)Nc2ccc(Cl)c(C(=O)O)c2)c1	-2	-8	-10	-1	3	-0.2	0	-2	3
